High-throughput results as filed in PubChem.
mouse EphA4 binding – EphA4 ligand-binding antagonists – biochemical, colorimetric, mouse EphA4, primary screen (AID 689); EphA4-AP binding to KYL peptide, pNPP A405; higher % means a stronger effect; inhibition, % at 10 µM, or IC50 in µM where a hit was titrated; 0.1% of 62,000 active; in the data active means a potency from the dose series; inactive means the rest, 99 in 100 with inhibition below about 22%
* hit, by the source's call; & = joins results of further samples. Not all compounds are listed; rates above refer to the full screens.

smiles	mouse EphA4 binding
Cc1cc(NS(=O)(=O)c2ccc(NC(=O)C(C(C)C)N3C(=O)c4ccccc4C3=O)cc2)nc(C)n1 (stereo not drawn)	9%
O=C(c1ccncc1)N(Cc1ccco1)Cc1cc2ccccc2[nH]c1=O	-1%
COc1ccc(NS(=O)(=O)c2cc(-c3nnnn3C)ccc2OC)cc1	-10%&-8%
Cc1ccc(NC(=O)Cn2cccc2)cc1C	5%
Cc1c(CCC(C)C)c(-n2ccnc2C)n2c(nc3ccccc32)c1C#N	-11%
COC(=O)c1coc(-c2ccc(C)cc2)c1C(=O)OC	5%
CC(=O)c1cccc(NC(=O)c2ccc(NS(=O)(=O)c3c(C)noc3C)cc2)c1	12%
COC(=O)C(=O)/C=C(\O)c1ccc(C)cc1	-11%
CCn1c2ccccc2c2cc(NC(=O)C(C)Oc3ccc(OC)cc3)ccc21 (stereo not drawn)	-22%
Cc1ccc(CNc2nc(C)nc3sc4c(c23)CCC4)cc1	-7%
CC(=O)Oc1ccc2cc(-c3nc4ccccc4n3C)c(=O)oc2c1	-12%
O=C(Nc1ccccc1-c1nnn(CC(=O)N2CCN(c3ccccc3)CC2)n1)c1cccs1	5%
COc1ccc(CNC(=O)C2CC(c3cccc(OC)c3)=NO2)cc1 (stereo not drawn)	-4%
COC(=O)C(=O)Nc1nnc(COc2ccccc2)s1	-12%
CN(c1ccc(OCC(=O)NC2CCCC2)cc1)S(=O)(=O)c1cccs1	-9%
CN(C)c1ccc(N/C=C/C(=O)c2ccco2)cc1	-3%
CCCCCCCC(=O)CCCC(=O)Nc1ccc(C)cc1	1%
O=C(COc1nsnc1N1CCOCC1)N1CCOCC1	-4%
CCOC(=O)c1c(C)[nH]c(C)c1C(=O)COC(=O)c1cccc(S(=O)(=O)N(CC)CC)c1	-15%
O=S(=O)(c1ccc(Cl)cc1)n1ccc(-c2cccc(OCc3c(F)cccc3Cl)c2)n1	-7%
CCOC(=O)CSc1nc(N)c(C(=O)Nc2ccc(N(C)C)cc2)s1	-11%
Cc1ccc(C(=O)n2nc(-c3ccco3)nc2N)cc1	-4%
COc1ccc(N(CC(=O)NCc2cccc(OC)c2)S(=O)(=O)c2c(C)noc2C)cc1	-4%
CCC(=O)Nc1ccc(N2CCN(Cc3ccccc3)CC2)cc1	-9%
COC(=O)C(C)Sc1nc2c(c(=O)n1-c1ccccc1)SCC2 (stereo not drawn)	6%

Laid out differently: entries from further up.
COC(=O)C(=O)Nc1nnc(COc2ccccc2)s1
  mouse EphA4 binding = -12%
CN(c1ccc(OCC(=O)NC2CCCC2)cc1)S(=O)(=O)c1cccs1
  mouse EphA4 binding = -9%

Additional structures
smiles	mouse EphA4 binding
O=C(/C=C/Nc1ccccc1)c1ccccc1	-3%
Cc1ccc(O)c(NC(=O)c2cnn3c(C(F)(F)F)cc(-c4ccco4)nc23)c1	-12%
COc1ccc(C2(CNC(=O)c3ccc(OC)c([N+](=O)[O-])c3)CCOCC2)cc1OC	-21%
CCOC(=O)Nc1cccc(Cl)c1C	-1%
COc1ccc(C(=O)N/C(=C\c2ccc(-c3cccc([N+](=O)[O-])c3)o2)C(=O)NCCc2ccccc2)cc1	-11%
O=C(/C=C/c1ccccc1Cl)NCc1ccco1	-10%
COc1ccccc1-c1c(C(F)(F)F)oc2cc(O)ccc2c1=O	8%
CC(NC(=O)c1ccccc1Br)c1nnc(SCc2ccc([N+](=O)[O-])cc2)n1C (stereo not drawn)	-2%
COCCCNc1nc2ccccc2nc1NS(=O)(=O)c1cccs1	-10%
Cn1c(=O)cc(SCC(=O)NCCCN2CCN(c3ccc(F)cc3)CC2)c2ccccc21	-9%
CCc1nc(SCC(=O)Nc2cc(C)on2)n[nH]1	8%
O=C(c1ccco1)N(Cc1cc2ccccc2[nH]c1=O)CC1CCCO1 (stereo not drawn)	-3%
CN(C)c1nc2c(c(=O)n(C)c(=O)n2C)n1Cc1ccccc1	-6%
O=c1cc(-c2ccccc2)[nH]c2[nH]n(-c3ccccc3)c(=O)c12	-12%
COc1cc(OC)cc(C(=O)NC(=S)NCc2ccco2)c1	-3%
Cc1ccc2[nH]c3c(c2c1)CN(C(=O)CN1CCSCC1)CC3	3%
CC(CC(=O)Nc1cc([N+](=O)[O-])ccc1Cl)c1ccccc1 (stereo not drawn)	8%
Cn1ccc(C(=O)N2CCCc3ccccc32)n1	-5%
CCOC(=O)N1CCC(NC(=O)CSCc2nc(-c3sccc3C)oc2C)CC1	-8%
O=C(Nc1ccc(Cc2ccc(NC(=O)Nc3ccccc3O)cc2)cc1)Nc1ccccc1O	-14%
CN(C)/C=C1\C(=O)N(c2ccc(Cl)cc2)CS1(=O)=O	0%
Cc1cc(C)c(S(C)(=O)=O)c(Oc2ccccc2C)n1	6%
N#Cc1c(-c2cccs2)cc(-c2cccnc2)nc1N	-5%
Cc1cc(C)cc(-n2nnnc2SCC(=O)Nc2cccc(NC(=O)c3ccco3)c2)c1	2%
CC1(C)CC(=O)C(C2(C3C(=O)CC(C)(C)CC3=O)C(=O)Nc3ccccc32)C(=O)C1	1%

Following part.
| Structure | mouse EphA4 binding |
| --- | --- |
| O=C(Nc1ccccc1)Nc1cc(Cl)cc(Cl)c1 | -13% |
| O=C(O)c1ccccc1C(=O)NCc1ccc(F)cc1 | -12% |
| C=C1CC2C=C(NC(C)=O)CC(C1)C2 (stereo not drawn) | 1% |
| CCCNc1ncccc1C(N)=O | -1% |
| CC1(C)CC(=O)C(C=NCC2CCCO2)=C(O)C1 (stereo not drawn) | -3% |
| COc1ccc(S(=O)(=O)N2CCC(C(=O)NCCC3=CCCCC3)CC2)cc1OC | -4% |
| Cc1cccc(N2C(=O)C(=O)/C(=C(/O)c3ccccc3)C2c2ccccc2)n1 (stereo not drawn) | 0% |
| O=c1[nH]c(-c2ccccn2)nc2ccccc12 | -11% |
| COc1ccc(C2N(c3ccc(F)cc3)C(=O)C3CCCN32)cc1 (stereo not drawn) | 12% |
| CCOc1ccc(NC(=O)N2CCC(NC(=O)C(Cc3ccc(OC)c(OC)c3)NC(C)=O)CC2)cc1 (stereo not drawn) | 2% |
| O=[N+]([O-])c1cccc(N/C(=N/S(=O)(=O)c2ccc(Cl)cc2)c2ccccc2)c1 | -3% |
| CSc1ncccc1C(=O)OCn1nnc2ccccc2c1=O | 7% |
| COCCNc1cc(C)nc2ccccc12 | -10% |
| CNC(=O)c1ccc(CN2CCc3ccccc3C2)cc1 | 0% |
| Cc1ccccc1NC(=O)c1c(NC(=O)c2ccc([N+](=O)[O-])cc2)sc2c1CCC2 | -1% |
| Cc1cc(Nc2cc(Cl)cc(Cl)c2)n2ncnc2n1 | -3% |
| CCCn1nnc2ccccc2c1=O | -5% |
| CCOC(=O)c1cc(C#N)c(N)nc1C | -8% |
| Cc1oc2nc(SCCCC(=O)NCCO)nc(N)c2c1C | -5% |
| Cn1nnnc1SCc1csc(Nc2ccccc2)n1 | -12% |
| CCOc1ccc(N(CC(=O)NCC2CCCO2)S(=O)(=O)c2ccc(Cl)cc2)cc1 (stereo not drawn) | -2% |
| COC(=O)C(=Cc1cc(Br)c(OCc2ccc([N+](=O)[O-])cc2)c(OC)c1)C(=O)OC | 1% |
| Cc1cc(Nc2ccc3ccccc3c2)n2ncnc2n1 | -18% |
| CCN1C(=O)CC(C(=O)NC)SC1=Nc1cc(Cl)c(O)c(Cl)c1 (stereo not drawn) | 8% |
| O=C(CCN1C(=O)/C(=C/c2ccc(F)cc2)SC1=S)Nc1ccc(F)c(Cl)c1 | 1% |

Entries above with two or more sulfur atoms:
| Structure | mouse EphA4 binding |
| --- | --- |
| CN(c1ccc(OCC(=O)NC2CCCC2)cc1)S(=O)(=O)c1cccs1 | -9% |
| CCOC(=O)CSc1nc(N)c(C(=O)Nc2ccc(N(C)C)cc2)s1 | -11% |
| COC(=O)C(C)Sc1nc2c(c(=O)n1-c1ccccc1)SCC2 (stereo not drawn) | 6% |
| COCCCNc1nc2ccccc2nc1NS(=O)(=O)c1cccs1 | -10% |
| CCOC(=O)N1CCC(NC(=O)CSCc2nc(-c3sccc3C)oc2C)CC1 | -8% |
| Cn1nnnc1SCc1csc(Nc2ccccc2)n1 | -12% |
| O=C(CCN1C(=O)/C(=C/c2ccc(F)cc2)SC1=S)Nc1ccc(F)c(Cl)c1 | 1% |

Next section:
| Structure | mouse EphA4 binding |
| --- | --- |
| CCOc1ccc(S(=O)(=O)NCCN2CCOCC2)c2ccccc12 | -11% |
| Cc1nc2c(-c3ccc(F)cc3)c(C)nn2c(C)c1CCC(=O)N1CCN(c2ccccn2)CC1 | 12% |
| CCN1CCN(CCNC(=O)C2CCN(Cc3nc(-c4ccc(Cl)cc4)oc3C)CC2)CC1 | -1% |
| CC(=O)n1cc(C(C[N+](=O)[O-])SCCN)c2ccccc21 (stereo not drawn) | -9% |
| CCCCOC(=O)c1ccc(NC(=S)NC(=O)c2ccco2)cc1 | 2% |
| COc1ccc(CN(C(=S)Nc2ccccc2)C2CC(=O)N(c3ccc(Cl)cc3)C2=O)cc1 (stereo not drawn) | -4% |
| N#Cc1cc2c(nc1SCC1COc3ccccc3O1)CCC2 (stereo not drawn) | -11% |
| O=C(CSc1nnc2c3ccccc3c3ccccc3c2n1)Nc1ccccc1 | 1% |
| CCOc1ccc(-c2noc(=O)[nH]2)cc1 | -6% |
| CC(NC(=O)OCc1ccccc1)C(=O)NCC1CCCO1 (stereo not drawn) | -1% |
| CCN(CC)C1=CC(=O)OC12CCCCC2 | 12% |
| O=c1[nH]c(Cc2cccs2)nc2ccccc12 | -8% |
| COc1ccc(CCN2C(=O)CC(Cc3cccc(C)c3)C2=O)cc1OC (stereo not drawn) | -19% |
| CCOc1cc2[nH]c(=S)n(CCCC(=O)NCc3ccco3)c(=O)c2cc1OCC | -12% |
| CCOc1ccc(NC(=S)N(Cc2ccc(Cl)cc2)Cc2ccco2)cc1 | -9% |
| CC(=O)Nc1ccc(S(=O)(=O)N2CCC(n3cnc4cc(F)ccc43)CC2)cc1 | -13% |
| CCC(C)[C@H](NC(=O)NC1CCCc2ccccc21)C(=O)O (stereo partly drawn) | -14% |
| c1ccc(CSc2nnc([C@@H]3CCCN3)o2)cc1 | -10% |
| Cc1ccc2nc(-c3ccc(SCC(=O)O)nc3)[nH]c2c1 | -11% |
| O=C(NCCOC(=O)c1ccc(Cl)c(S(=O)(=O)N2CCCCC2)c1)c1ccncc1 | -2% |
| COc1ccccc1N1CCN(C(=O)CSc2nnc(NC(=O)C3CC3)s2)CC1 | -5% |
| COc1ccc(C2=NN(C(=O)CCC(=O)O)C(c3ccc(OC)c(OC)c3)C2)cc1 (stereo not drawn) | 11% |
| CC1=CC2=NC(=O)CC(C)(C(=O)N(CC(=O)NC(C)(C)C)Cc3cccs3)N2C=C1 (stereo not drawn) | 40% |
| O=C(COc1ccccc1)Nc1ccc(-c2nnc(-c3ccco3)o2)cc1 | -9% |
| CCCN1C2CCCC1CC(NC(=O)NC1CCCCC1)C2 (stereo not drawn) | -11% |

Ordered by value in mouse EphA4 binding (falling): 3 of the compounds above.
| Structure | mouse EphA4 binding |
| --- | --- |
| CCN(CC)C1=CC(=O)OC12CCCCC2 | 12% |
| O=C(COc1ccccc1)Nc1ccc(-c2nnc(-c3ccco3)o2)cc1 | -9% |
| Cc1ccc2nc(-c3ccc(SCC(=O)O)nc3)[nH]c2c1 | -11% |

(further entries)
| Structure | mouse EphA4 binding |
| --- | --- |
| Cc1ccc(-c2nnc(N(C)C(=O)c3ccncc3)s2)cn1 | -13% |
| CC(=O)c1c(N2CCCCC2)nc(=S)n(Cc2ccccc2)c1C | -7% |
| CCc1nnc(NS(=O)(=O)c2ccc(N/C=C\C(=O)c3ccc(C)cc3)cc2)s1 | 1% |
| CCOc1ccc(N=CC2=C(O)CC(C)(C)CC2=O)cc1 | -22% |
| CC(N=C(NS(=O)(=O)c1ccc(Cl)cc1)c1ccccc1)C(=O)O (stereo not drawn) | -9% |
| COc1ccc(C(=O)Nc2ccc3c(c2)OCO3)cc1OC | -8% |
| COCCNC(=O)CCCCCNS(=O)(=O)c1ccc(C)cc1 | -10% |
| COc1ccccc1NC(=O)C1CCCN(S(=O)(=O)c2cccc3nsnc23)C1 (stereo not drawn) | 8% |
| CC(C)(C)n1ncc2c(=O)n(CC(=O)Nc3ccc4c(c3)OCCO4)cnc21 | 4% |
| O=C(Nc1cccc(C(F)(F)F)c1)C1CCCN(c2ncccn2)C1 (stereo not drawn) | -13% |
| O=S(=O)(CCCc1ccccc1)c1ncn[nH]1 | -8% |
| CC1(C)Cc2ccccc2-c2nnc(SCc3ccc(C#N)cc3)n21 | -15% |
| C=CCn1c(CCNC(=O)c2ccccc2F)nnc1SCc1nc2ccccc2c(=O)[nH]1 | -1% |
| CS(=O)(=O)N1CCN(C(=O)Cc2ccccc2)CC1 | 1%&5% |
| Cc1cc(-c2ccccc2)nc2cc(C(=O)N3CCCc4ccccc43)nn12 | 1% |
| CC1CCN(c2ccc([N+](=O)[O-])c(SCCO)c2)CC1 | 8% |
| O=P(CCN1CCCCC1)(c1ccccc1)c1ccccc1 | -16% |
| C=CCn1c(SCCC)nc(O)cc1=O | -34% |
| COc1ccnc(Oc2ccc(C)cc2C)c1C#N | 1% |
| Cc1cc(OCc2nn[nH]n2)c2c(C)c(CC(=O)O)c(=O)oc2c1 | 10% |
| CN1C=CC=C/C1=C1\SC(=S)N(C2CCCCC2)C1=O | -12% |
| CCNC(=S)NN=C1CCC(C(C)(C)C)CC1 (stereo not drawn) | -14% |
| COc1ccc(CNC(=O)CSc2nnnn2-c2ccc(O)cc2)cc1 | -7% |
| COc1ccc(OC)c(-c2cc(C(=O)NCc3ccco3)no2)c1 | -4% |
| Cc1cccc(Cn2ncc(Cl)c(Cl)c2=O)c1 | -6% |

The list continues.
| Structure | mouse EphA4 binding |
| --- | --- |
| Cc1cc(NC(=O)CN2C(=O)NC(Cc3ccccc3)C2=O)no1 (stereo not drawn) | -6% |
| CCC(=O)c1cc(F)c(N2CCN(S(=O)(=O)c3ccc(C)cc3)CC2)cc1C | -7% |
| O=C(CC12CC3CC(C1)CC(CC(=O)N1CCCC1)(C3)C2)N1CCCC1 | -15% |
| CCn1c(=O)cc(OCC(=O)N(C)C2CCCCC2)c2ccccc21 | 2% |
| CCCCOc1ccc(C(=O)N/C(=C\c2cccc([N+](=O)[O-])c2)C(=O)OC(C)C)cc1 | 5% |
| CC(O)c1nc2ccccc2n1Cc1nnc(-c2ccc(Cl)cc2)o1 (stereo not drawn) | -21% |
| Clc1ccc(OCCOCCN2CCCCC2)c(Br)c1 | -4% |
| O=S(=O)(NC1CCCCCCC1)c1cccs1 | 5% |
